# GDH-TPI counter: counter-screen for M. tuberculosis FBA inhibitors: GDH-TPI coupled enzymes; AID 588335; inhibition, % at 4.8 µM; 1.2% of 360,000 active; GDH-TPI coupled enzyme counterscreen, NADH absorbance; in the data active = inhibition above about 30%;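 note: 0% = DMSO wells and 100% = wells lacking the enzyme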
# FadD28 binding: inhibitors of Mycobacterium tuberculosis FadD28 bisubstrate binding. FadD28 bisubstrate probe binding, fluorescence polarization. inhibition, % at 12.5 µM. 0.22% of 360,000 active. AID 588549; in the data active = inhibition above about 8.5%, passing the limit was not always enough
# BioA inh: inhibitors of Mycobacterium tuberculosis BioA enzyme; purified M. tuberculosis BioA enzyme, plate reader; 0.096% of 360,000 active; inhibition, % at 9.99 µM; in the data active = inhibition above about 40%
# BoNT F protease: BoNT F light chain protease inhibition; Multiplex microsphere protease cleavage assay, flow cytometry; inhibition, % at 10 µM; 0.22% of 360,000 active; AID 588497; in the data active = inhibition above about 35%, passing the limit was not always enough; note: plate controls were buffer without enzyme for full effect and enzyme alone for no effect
# FBA Mtb inh: inhibitors of M. tuberculosis fructose-bisphosphate aldolase | P9WQA3 | purified M. tuberculosis FBA, fluorescence read-out | inhibition, % at 1 µM | 2.3% of 360,000 active | AID 588726; in the data active = inhibition above about 27%;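 note: 0% = vehicle and 100% = reference inhibitor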
# PrPC TRFRET: inhibitors of human cell surface prion protein PrPC; TR-FRET read-out; 0.43% of 370,000 active; P04156; inhibition, % at 13.8 µM; AID 720596; in the data active = inhibition above about 24%; note: 0% = median of the test wells and 100% = reference compound wells
# UGM FP inh: blocks M. tuberculosis UGM enzyme; 0.06% of 320,000 active; AID 504406; inhibition, % at 10 µM; P9WIQ1; purified UGM, fluorescence polarization probe displacement; in the data active = inhibition above about 10%, passing the limit was not always enough
# Target sequence (P9WIQ1 whole entry, looked up): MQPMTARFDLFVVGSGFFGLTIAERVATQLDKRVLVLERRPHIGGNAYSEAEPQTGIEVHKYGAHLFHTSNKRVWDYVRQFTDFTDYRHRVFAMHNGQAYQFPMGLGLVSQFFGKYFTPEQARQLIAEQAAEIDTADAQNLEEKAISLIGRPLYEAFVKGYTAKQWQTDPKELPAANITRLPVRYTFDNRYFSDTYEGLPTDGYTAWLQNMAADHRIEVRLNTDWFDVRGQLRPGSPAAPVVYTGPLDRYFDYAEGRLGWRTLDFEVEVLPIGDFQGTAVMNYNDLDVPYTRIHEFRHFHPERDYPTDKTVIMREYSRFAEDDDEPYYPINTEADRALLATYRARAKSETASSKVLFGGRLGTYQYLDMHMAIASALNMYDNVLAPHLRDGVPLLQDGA
# Rv3671c inh: inhibits the M. tuberculosis serine protease Rv3671c. P9WHR9. inhibition, % at 5.96 µM. 0.048% of 320,000 active. AID 2606; in the data active = inhibition above about 38%;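 note: extracellular domain of Rv3671c used as enzyme; 0% = enzyme with DMSO and 100% = no enzyme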
# Target sequence (P9WHR9 whole entry, looked up, the tested form may be a part): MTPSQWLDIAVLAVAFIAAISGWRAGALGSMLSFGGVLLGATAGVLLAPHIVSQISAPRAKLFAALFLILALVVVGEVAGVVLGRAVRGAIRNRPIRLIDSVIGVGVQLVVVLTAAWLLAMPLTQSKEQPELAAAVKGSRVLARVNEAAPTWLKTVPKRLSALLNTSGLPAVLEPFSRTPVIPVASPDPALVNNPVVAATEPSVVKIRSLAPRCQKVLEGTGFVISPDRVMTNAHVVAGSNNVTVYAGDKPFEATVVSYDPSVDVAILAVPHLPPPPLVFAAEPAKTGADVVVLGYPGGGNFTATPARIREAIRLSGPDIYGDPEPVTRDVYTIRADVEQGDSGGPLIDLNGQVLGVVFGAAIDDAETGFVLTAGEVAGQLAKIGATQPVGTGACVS
# MazEF act: activators of E. coli MazEF toxin-antitoxin RNase. FAM/BHQ RNA-DNA oligo cleavage fluorescence, 5 h. activation, % at 20 µM. 0.32% of 350,000 active. AID 504720; in the data active = activation above about 50%
# Target sequence (P0AE70 whole entry, looked up): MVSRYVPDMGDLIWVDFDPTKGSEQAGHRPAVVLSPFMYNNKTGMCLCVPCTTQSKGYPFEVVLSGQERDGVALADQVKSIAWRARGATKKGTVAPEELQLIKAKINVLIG
# * hit, by the source's call; nt = not tested or not shown.
SMILES,GDH-TPI counter,FadD28 binding,BioA inh,BoNT F protease,FBA Mtb inh,PrPC TRFRET,UGM FP inh,Rv3671c inh,MazEF act
CCC1(c2ccc(C)cc2)NC(=O)N(CC(=O)Nc2cccc(S(=O)(=O)N3CCCC3)c2)C1=O (stereo not given),-5.4,-7.5,-2.8,0.7,-0.7,-3.7,-0.4,-15.1,-5.9
O=[N+]([O-])c1ccc(Cl)c(S(=O)(=O)Nc2ccc3cn[nH]c3c2)c1,4.4,-0.5,-2.3,-31.0,-2.7,-16.3,1.8,3.4,-1.8
Cc1nnc(SCc2ccccc2)nc1-c1ccccc1,6.8,-2.3,-0.3,3.7,-0.1,1.1,-0.4,-6.2,6.0
CCn1c(-c2ccc(Cl)cc2)n[nH]c1=S,-4.1,-2.0,-4.6,-3.4,2.5,5.7,-2.3,1.8,-2.3
COc1ccc(C)cc1S(=O)(=O)Nc1ccncc1,-11.0,-2.2,nt,-7.7,2.1,0.2,4.8,2.3,2.3
CCSC1=C(C#N)C(c2ccc(Cl)cc2)C2=C(CCCC2=O)N1 (stereo not given),16.0,0.7,nt,1.5,-0.3,-1.0,-1.3,-8.4,-1.7
O=C(COc1ccc([N+](=O)[O-])cc1)Nc1nnc(-c2cccnc2)s1,35.1*,-3.6,0.9,-3.1,-2.0,-0.2,3.3,-1.4,1.1
COc1cc(-c2n[nH]c(=S)n2-c2ccccc2C(F)(F)F)cc(OC)c1OC,-0.8,-2.0,nt,9.2,1.6,-1.8,-0.3,3.1,3.5
CCn1c(=O)cc(SCC(=O)N2CCCCC2)c2ccccc21,0.7,-3.6,0.9,32.0,0.8,-3.2,-1.5,8.5,-8.4
CC1Cc2ccccc2N1C(=O)CNc1cccc(S(=O)(=O)N2CCCC2)c1 (stereo not given),5.7,0.5,-0.7,1.6,0.1,-1.6,0.9,0.1,-2.2
COC(=O)Nc1ccc(S(=O)(=O)N2CCCC(C(=O)Nc3cccc4c3OCCO4)C2)cc1 (stereo not given),9.7,-1.3,0.1,-4.9,-0.2,5.2,-1.9,-0.9,3.5
Cc1ccc(C(=O)NCC(c2ccc(F)cc2)N2CCOCC2)cc1 (stereo not given),-13.9,-3.5,nt,0.5,-1.6,1.8,0.2,-21.6,0.0
Cc1sc2nc(CSC(C)C(=O)Nc3ccccn3)[nH]c(=O)c2c1C (stereo not given),1.3,-3.9,-0.7,-6.3,4.4,8.5,0.9,2.2,1.9
NC(=O)Nc1ccc(Oc2c(F)c(F)c(F)c(F)c2F)cc1,-3.1,-2.5,-0.2,5.8,0.9,0.4,-2.3,0.2,3.2
CCOc1ccc(CCN2C(=S)N([C@@H](CC(C)C)CN3CCC[C@@H]3CN3C(=S)NC[C@@H]3Cc3ccc(O)cc3)C[C@@H]2CC(C)C)cc1,nt,-2.9,-1.4,-7.7,1.1,-3.5,nt,nt,nt
O=C1CCC([N+](=O)[O-])C(c2ccc(Cl)c([N+](=O)[O-])c2)N1 (stereo not given),4.2,-0.9,nt,6.0,2.0,-11.4,0.0,2.4,11.2
COC(=O)[C@]1(Cc2ccccc2)N[C@H](c2ccc(-c3cc(C(C)=O)cs3)cc2)[C@@H]2C(=O)N(C)C(=O)[C@@H]21,34.4*,-1.4,-1.1,-9.5,7.7,-0.8,-0.8,3.6,5.8
CN1CC(O)(C(O)C(O)C(O)CO)SC1=S (stereo not given),8.0,-0.3,-0.9,-5.0,0.7,3.1,nt,nt,8.7
CCCn1c(=N)n(CC(=O)c2ccc(OCC(=O)OC)cc2)c2ccccc21,6.1,-2.0,-0.3,-9.8,0.4,1.6,1.8,4.0,11.8
O=C(Nc1ccccn1)C(=O)Nc1ccccn1,-10.3,-4.2,nt,-2.4,1.9,9.2,-2.1,-0.1,6.0

# Looked up by structure from the entries so far (five):
SMILES,GDH-TPI counter,FadD28 binding,BioA inh,BoNT F protease,FBA Mtb inh,PrPC TRFRET,UGM FP inh,Rv3671c inh,MazEF act
CCn1c(=O)cc(SCC(=O)N2CCCCC2)c2ccccc21,0.7,-3.6,0.9,32.0,0.8,-3.2,-1.5,8.5,-8.4
COc1cc(-c2n[nH]c(=S)n2-c2ccccc2C(F)(F)F)cc(OC)c1OC,-0.8,-2.0,nt,9.2,1.6,-1.8,-0.3,3.1,3.5
COC(=O)[C@]1(Cc2ccccc2)N[C@H](c2ccc(-c3cc(C(C)=O)cs3)cc2)[C@@H]2C(=O)N(C)C(=O)[C@@H]21,34.4*,-1.4,-1.1,-9.5,7.7,-0.8,-0.8,3.6,5.8
O=C(COc1ccc([N+](=O)[O-])cc1)Nc1nnc(-c2cccnc2)s1,35.1*,-3.6,0.9,-3.1,-2.0,-0.2,3.3,-1.4,1.1
CCC1(c2ccc(C)cc2)NC(=O)N(CC(=O)Nc2cccc(S(=O)(=O)N3CCCC3)c2)C1=O (stereo not given),-5.4,-7.5,-2.8,0.7,-0.7,-3.7,-0.4,-15.1,-5.9

# More entries.
SMILES,GDH-TPI counter,FadD28 binding,BioA inh,BoNT F protease,FBA Mtb inh,PrPC TRFRET,UGM FP inh,Rv3671c inh,MazEF act
COC(=O)c1cc2sc(Cl)cc2n1CC(=O)NCCC(C)C,-0.9,1.5,nt,0.9,-2.0,3.4,0.1,-5.7,9.8
COc1ccc(CNC(=O)C2CCCN2C(=O)Nc2cccc(Cl)c2)cc1 (stereo not given),6.2,-2.1,-1.5,-2.4,-0.9,-3.4,nt,nt,7.0
Cc1nc2ncnn2c(N2CCN(C(=O)Cc3cccs3)CC2)c1C,12.5,-2.0,6.4,2.2,-7.7,-3.1,nt,5.5,9.3
Cc1cccc(NC(=S)NC(=O)CC2CC(C)(C)OC2=O)c1 (stereo not given),9.1,-3.3,nt,1.9,-2.2,7.2,0.2,3.7,2.4
CC(NC(=O)Oc1ccccc1)C(c1cccs1)N1CCOCC1 (stereo not given),13.0,1.6,-0.4,1.1,-2.8,-0.3,-2.0,-10.7,6.7
Cc1nc2c(sc3nc(N4CCOCC4)c4c(c32)CC(C)(C)OC4)c(-c2ccc(Cl)cc2)c1C(=O)O,3.6,-2.2,nt,-0.8,4.7,4.8,-0.1,-12.9,-3.4
CCOC(=O)C1=CCN(S(=O)(=O)c2ccccc2C)C1c1cccc(F)c1 (stereo not given),nt,-0.8,-2.1,2.1,3.3,6.9,nt,nt,nt
Cn1ccc2cc(OCc3ccccc3)ccc21,2.5,-0.3,-1.0,-5.7,-1.6,-1.4,nt,nt,-2.0
O=C(N/C(=C\c1cccnc1)c1nc2ccccc2[nH]1)c1cccc(Br)c1,21.5,-1.4,nt,-4.8,-0.6,-6.6,-0.8,-2.1,-1.9
CC(Sc1ccc(S(=O)(=O)N2CCCCC2)cn1)C(N)=O (stereo not given),9.3,0.7,-0.1,-0.5,2.4,3.4,nt,nt,4.6
COc1ccc(C2=[N+]([O-])C(C)(C)C(c3ccccc3)=N2)cc1,-0.6,-2.6,nt,-3.3,-1.4,0.2,3.8,-2.9,-0.3
COc1ccc(-n2c(SCC(=O)NCC3CCCO3)nc3c([nH]c4ccccc43)c2=O)cc1 (stereo not given),-3.7,-2.0,nt,-2.4,0.0,3.5,1.1,-8.0,6.1
O=C(c1ccc2nccnc2c1)N1CCCC(N2CCN(c3ccc(F)cc3)CC2)C1 (stereo not given),-1.2,-3.6,-0.1,3.3,-1.9,-13.7,0.9,-4.2,3.1
O=C(CCC(=O)c1cccs1)NCc1ccccc1Cl,-8.8,-3.1,nt,-6.5,-1.8,6.6,8.7,-12.2,-5.3
O=c1c(Oc2ccccc2F)coc2cc(OCc3cnn(-c4ccccc4)c3)ccc12,7.0,0.2,nt,-3.5,-2.0,6.8,0.0,4.2,-3.2
COc1ccc(-c2csc(N(CCCN(C)C)C(=O)c3ccccc3C)n2)cc1,7.4,-2.6,1.1,2.2,1.4,-12.6,-2.0,0.9,12.6
CC1(C)OC(=O)C(=CNC(Cc2c[nH]c3ccccc23)C(=O)O)C(=O)O1 (stereo not given),1.1,-3.0,-1.7,0.7,0.2,-4.3,-2.7,-13.9,-0.2
CC(C)NC[C@@H](O)c1ccc(O)c(O)c1,9.2,1.0,0.9,-7.9,1.1,-7.0,0.2,5.4,1.8
CC1CCN(C(=O)c2[nH]c(C(F)(F)F)nc2-c2ccccc2)CC1,nt,-3.7,-2.3,-6.9,-1.4,1.5,nt,nt,nt
COc1ccc(C(=O)NC(Cc2ccccc2)c2ccc3c(c2)OCCCO3)cc1 (stereo not given),-3.4,-0.2,1.1,3.6,0.1,3.0,3.4,-8.5,-1.0
Cc1ccc(OCCNCc2ccccc2)c(C)c1,16.2,-1.8,2.0,-20.3,1.1,3.9,-0.9,-5.7,-6.0
C[C@H]1CN(c2ccccc2)C(=O)[C@@H]1CC(=O)Nc1ccccc1,-0.5,-0.2,nt,0.8,-0.4,7.7,nt,nt,5.4
CCOC(=O)C1=C(C)NC(=O)NC1c1c(OCC(=O)N2CCCCC2)ccc2ccccc12 (stereo not given),2.6,-0.4,7.8,10.4,-0.1,-9.2,5.4,-6.7,7.8
CC(C)OCCCn1c(=O)c2ccccc2n2c(CCC(=O)NC3CCN(Cc4ccccc4)CC3)nnc12,-1.7,-5.0,-0.2,-0.1,4.1,-6.9,1.1,5.7,-3.8
Cc1ccc(NC(=O)C2CCCN2C(=O)OCc2ccccc2)c(O)c1 (stereo not given),0.0,-1.8,-2.2,-3.2,-0.2,2.7,2.5,-1.1,17.6
CCC(=NC(C)c1ccccc1)c1c(O)n(C)c(=O)n(C)c1=O (stereo not given),10.2,-1.0,7.0,5.3,-1.5,6.6,-0.3,0.4,2.6
Cn1c(SCC(=O)Nc2ccccc2-c2ccccc2)nnc1-c1ccco1,8.6,-2.3,4.6,-1.5,1.9,-4.6,1.4,4.2,5.3
COC(=O)c1ccc(N=Nc2c(C)[nH]n(-c3ccccc3)c2=O)cc1,3.5,-0.5,-0.3,9.9,-0.3,1.2,1.1,1.4,10.1
CC(=O)Oc1ccc2occ(C(=O)c3cccs3)c2c1,3.5,-4.2,1.0,-5.3,-0.3,-1.4,-2.0,-12.6,3.9
Cc1cc(NN)nc(NS(=O)(=O)c2ccc(Cl)cc2)n1,-1.9,-5.7,nt,3.1,1.9,2.1,-0.2,-7.5,2.3
O=C(Nc1ccnn1C1CCN(Cc2cc3ccccc3[nH]2)CC1)C1CCOC1 (stereo not given),-3.8,-3.4,0.0,-15.3,-0.5,-9.2,-0.4,6.1,nt
Cc1cc(OCCOCCNCc2ccccc2)ccc1C(C)C,8.6,-0.2,1.3,-2.9,2.3,0.8,-0.7,3.1,15.0
O=c1[nH]cccc1-c1nc2ccccc2n1Cc1ccc(Cl)cc1,5.5,-2.1,1.9,-14.9,186.9*,48.8*,-1.3,-0.6,8.5
Cc1ccc(S(=O)(=O)N2[C@@H](c3ccc(C(C)(C)C)cc3)C(C(=O)O)=CC[C@H]2c2cccs2)cc1,6.2,-8.2,4.9,-9.4,6.9,3.3,nt,-2.4,-5.0
CC(=O)Nc1ccc(C2NC(=S)N(c3ccccc3C(F)(F)F)C(C)=C2C(=O)N2CCOCC2)cc1 (stereo not given),8.0,-0.5,-1.8,-0.4,1.1,3.7,2.1,0.8,14.3
Cc1c2c(nc3c(C(=O)NC4CC4)cnn13)CCCC2,0.6,0.2,2.4,5.5,0.9,2.8,nt,1.4,-4.3
O=C(CSc1nnc(CNC(=O)c2c(F)cccc2Cl)o1)c1ccccc1,6.9,-1.7,1.0,11.6,1.1,6.6,2.5,-5.5,-1.2
CC(C)(CNC(=O)C1CCN(S(=O)(=O)c2cc([N+](=O)[O-])ccc2Cl)CC1)N1CCOCC1,2.8,-1.6,0.1,-1.5,3.3,-16.6,nt,nt,-2.3
Cc1ccc(S(=O)(=O)N(CC2CO2)c2ccccc2[N+](=O)[O-])cc1 (stereo not given),8.5,-1.3,nt,2.6,-0.2,-0.6,0.0,4.5,4.9
COc1ccc(-n2c(Cc3cccn3C)nnc2SCC(=O)Nc2ccc(C)cc2)cc1,1.0,0.2,-2.5,-1.5,1.1,0.0,-1.7,-6.1,7.1
CCc1nc2c(OCc3ccc(OC)cc3)cccn2c1N(C)C(=O)C(C)C,7.1,-0.3,0.7,2.5,-1.5,0.4,nt,nt,nt
O=C(Nc1ccc2c(c1)OCO2)c1ccc2nc([C@@H]3O[C@H](CO)[C@H](O)[C@H](O)[C@H]3O)[nH]c2c1,0.4,-0.9,-0.3,0.8,-0.8,0.1,nt,nt,nt

# Screening results: PubChem, several laboratories
